# High-throughput results as filed in PubChem.
# UGM FP inh: M. tuberculosis UGM enzyme inhibitors, primary screen, biochemical, fluorescence polarization, single point; UDP-galactopyranose mutase (Mycobacterium tuberculosis (strain ATCC 25618 / H37Rv)), …; inhibition, % at 10 µM; 0.06% of 320,000 active; purified UGM, fluorescence polarization probe displacement; in the data active means inhibition above about 10%, passing the limit was not always enough; inconclusive means no clear call, values can overlap the other calls
# Target sequence (P9WIQ1 whole entry, looked up): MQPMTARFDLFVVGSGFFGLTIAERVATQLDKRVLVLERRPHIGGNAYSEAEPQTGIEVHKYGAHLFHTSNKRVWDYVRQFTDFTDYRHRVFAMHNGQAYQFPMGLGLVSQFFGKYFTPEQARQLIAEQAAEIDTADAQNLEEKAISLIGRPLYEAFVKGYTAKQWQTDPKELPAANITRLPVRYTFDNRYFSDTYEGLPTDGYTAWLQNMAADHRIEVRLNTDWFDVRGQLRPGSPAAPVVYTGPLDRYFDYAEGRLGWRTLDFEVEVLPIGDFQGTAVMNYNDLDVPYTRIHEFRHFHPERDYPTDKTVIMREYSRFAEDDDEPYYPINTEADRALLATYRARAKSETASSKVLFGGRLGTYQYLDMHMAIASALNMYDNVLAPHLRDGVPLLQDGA
# BioA inh: M. tuberculosis BioA enzyme inhibitors, primary screen, biochemical, plate reader, single point, HTS; purified M. tuberculosis BioA enzyme; 7,8-diaminopelargonic acid synthase BioA (Mycobacterium tuberculosis); 0.096% of 360,000 active; inhibition, % at 9.99 µM; AID 602481, 2012; in the data active means inhibition above about 40%; inconclusive means no clear call, values can overlap the other calls
# PrPC surface inh: inhibitors of human cell surface prion protein PrPC, primary screen, cell-based, TR-FRET; inhibition, % at 13.8 µM; TR-FRET read-out; 0.43% of 370,000 active; AID 720596, 2013; in the data active means inhibition above about 24%; further: 0% = median of the test wells and 100% = reference compound wells
# CCHF vOTU inh: CCHFV vOTU protease inhibitors, primary screen, biochemical, Pep-AMC substrate, fluorescence. inhibition, % at 11.5 µM. 0.55% of 370,000 active. Crimean-Congo hemorrhagic fever virus L polyprotein viral ovarian tumor (vOTU) protease …. AID 651958, 2012; further: 0% = vehicle wells with enzyme and 100% = no enzyme wells
# BoNT F protease: BoNT/F light chain protease inhibitors, primary screen, biochemical, flow cytometry, MLPCN library | Botulinum neurotoxin type F light chain protease (Clostridium botulinum) | inhibition, % at 10 µM | Multiplex microsphere protease cleavage assay | AID 588497, 2011 | 0.22% of 360,000 active; in the data active means inhibition above about 35%, passing the limit was not always enough; inconclusive means no clear call, values can overlap the other calls; further: plate controls were buffer without enzyme for full effect and enzyme alone for no effect
# Mtb FBA inh: Mtb FBA enzyme inhibitors, primary screen, biochemical, fluorescence, strain H37Rv | Fructose-bisphosphate aldolase (Mycobacterium tuberculosis (strain ATCC 25618 / H37Rv)), … | purified M. tuberculosis FBA, fluorescence read-out | inhibition, % at 1 µM | 2.3% of 360,000 active | AID 588726, 2011; in the data active means inhibition above about 27%;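 further: 0% = vehicle and 100% = reference inhibitor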
# Target sequence (P9WQA3 whole entry, looked up): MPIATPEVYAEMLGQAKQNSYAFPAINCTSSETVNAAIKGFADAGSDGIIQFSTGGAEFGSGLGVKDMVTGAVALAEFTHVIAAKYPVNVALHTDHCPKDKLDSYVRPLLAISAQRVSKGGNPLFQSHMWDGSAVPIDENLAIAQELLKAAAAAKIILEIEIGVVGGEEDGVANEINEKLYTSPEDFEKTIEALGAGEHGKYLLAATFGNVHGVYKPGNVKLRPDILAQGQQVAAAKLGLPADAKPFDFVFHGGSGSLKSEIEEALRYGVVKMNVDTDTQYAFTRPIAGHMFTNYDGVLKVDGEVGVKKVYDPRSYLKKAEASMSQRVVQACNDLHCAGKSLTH
# BoNT A protease: BoNT/A light chain protease inhibitors, primary screen, biochemical, flow cytometry, MLPCN library. Botulinum neurotoxin type A light chain protease (Clostridium botulinum A str. ATCC 3502). multiplex microsphere protease substrate cleavage. inhibition, % at 10 µM. 0.17% of 360,000 active. AID 588499, 2011; in the data active means inhibition above about 30%; inconclusive means no clear call, values can overlap the other calls; further: plate controls were buffer without enzyme for full effect and enzyme alone for no effect
# GDH-TPI counter: GDH-TPI coupling enzyme inhibitors, primary screen, artefact control for M. tuberculosis FBA inhibitor project, biochemical, absorbance, full deck | inhibition, % at 4.8 µM | 1.2% of 360,000 active | GDH-TPI coupled enzyme counterscreen, NADH absorbance;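 further: 0% = DMSO wells and 100% = wells lacking the enzyme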
# FadD28 FP inh: inhibitors of FadD28 bisubstrate probe binding, primary screen, biochemical, fluorescence polarization, single point; AID 588549, 2011; inhibition, % at 12.5 µM; 0.22% of 360,000 active; in the data active means inhibition above about 8.5%, passing the limit was not always enough; inconclusive means no clear call, values can overlap the other calls
# Starred values were filed as active, the others as inactive; ? = inconclusive; · = not tested or not shown. Unless noted, no stated cut-off is given here; in the data, active means inhibition above about 30%; inactive means the rest. Not a hit list; any-hit rate near 4.8%.
SMILES,UGM FP inh,BioA inh,PrPC surface inh,CCHF vOTU inh,BoNT F protease,Mtb FBA inh,BoNT A protease,GDH-TPI counter,FadD28 FP inh
CCn1c(=O)n(CC)c2cc(N3CCCC3)c(NC(=O)c3ccccc3C)cc21,2.4,2.1,1.5,17.8,-3.4,1.1,-1.4,3.7,0.0
Cc1cccc(C)c1-n1nnnc1C1c2ccccc2C(=O)N1CCOc1ccccc1 (stereo not drawn),·,·,-0.2,3.5,8.4,·,-0.1,·,·
COc1ccc(C(=O)Nc2ccc(Oc3ncnc4sc(-c5ccccc5)cc34)cc2)cc1OC,3.3,·,-1.9,-6.2,-3.8,1.3,-0.8,5.9,-3.5
NC(Cc1ccc(F)cc1)c1csc(Nc2ccc(C(=O)NCCCO)cn2)n1 (stereo not drawn),·,-0.1,-2.5,4.1,-3.6,-0.9,0.0,10.1,-4.5
O=C(CN1C(=O)c2ccccc2C1=O)C(O)CN1C(=O)c2ccccc2C1=O (stereo not drawn),·,·,·,·,-2.7,0.5,-0.4,·,-5.1
CCC(C)NC(=O)CSc1nc2c(sc3ccccc32)c(=O)n1CCCN1CCOCC1 (stereo not drawn),-3.9,-5.5,-3.4,8.7,4.2,0.3,-1.3,4.2,0.1
CCOC(=O)/C(C#N)=C/c1c(Oc2cc(C)cc(C)c2)nc2ccccn2c1=O,0.8,-1.8,-1.9,-6.8,0.1,-1.6,-0.4,0.7,-1.6
O=C(Nc1ccc(F)cc1)C1C2CCC3C(CCC21)C3(Cl)Cl (stereo not drawn),-2.7,-1.9,3.6,-5.5,?,5.0,-2.1,4.7,0.1
COc1ccccc1CCNC(=O)CCn1nc(C)c2c(C)n(-c3ccccc3)nc2c1=O,0.2,13.9,9.2,-2.0,3.8,-6.5,0.5,-9.0,-4.5
CN1CCN(c2ccccc2NC(=O)c2ccc3c(c2)OCCO3)CC1,-1.1,-0.1,-7.6,-15.7,11.1,0.2,1.7,-6.0,-3.3
CCCNC(=O)N1[C@H]2CC[C@@H]1C(C(=O)OC)=C(c1ccc3ccccc3c1)C2,-4.3,0.2,·,·,4.3,1.1,-0.1,6.8,0.1
O=C(Nc1cc(S(=O)(=O)N2CCOCC2)ccc1N1CCCC1)c1ccc(Cl)cc1,·,0.3,11.7,-9.8,8.2,5.7,1.2,9.4,-0.7
CN(Cc1ccccc1)c1nc(-c2ccc([N+](=O)[O-])cc2)nc2ccccc12,1.0,-1.0,-3.4,3.1,-5.1,-6.1,6.3,0.0,-4.7
CC1CN(CC(=O)c2c(N)n(Cc3ccccc3)c(=O)n(C)c2=O)CC(C)O1 (stereo not drawn),0.3,0.4,-3.6,6.4,-19.3,-0.9,-1.6,-5.4,-3.3
Nc1nonc1-n1nnc(C(=O)N/N=C/c2ccc(O)cc2)c1CN1CCCCCC1,-2.0,-0.7,-2.1,9.8,-12.1,-0.4,-0.4,15.7,-3.4
CCC(C)Sc1ccc(-c2nc3ccccn3c2NCc2ccccc2)cc1OC (stereo not drawn),0.3,0.6,·,·,-0.4,40.8*,-1.0,3.6,1.6
O=C(NCCCn1ccnc1)c1cc2ccccc2o1,-1.4,0.7,-5.7,-2.7,-2.3,1.8,-0.4,-6.2,-2.8
O=C(O)C1C2C=CC3(CN(Cc4ccncc4)C(=O)C13)O2 (stereo not drawn),-1.6,0.0,8.3,7.0,3.8,1.4,1.3,2.7,-1.4
COc1ccc(OC)c(NC(=O)C2(C)CCN2Cc2ccc(OC)c3ccccc23)c1 (stereo not drawn),·,-1.1,-0.3,-2.1,-2.1,0.4,0.0,11.9,-1.9
O=C(CCc1nnc(-c2ccsc2)o1)N1CCCCC1CCn1ccnc1 (stereo not drawn),0.2,-1.6,-2.1,12.9,0.9,-1.0,0.8,-12.1,-3.6
CN1/C(=C\C=N\NC(=O)c2ccc(O)cc2)C(C)(C)c2ccccc21,0.7,-1.0,7.9,9.9,-7.5,-3.8,1.4,39.5*,0.1
CCOC(=O)c1c(-c2ccsc2)csc1N,0.1,·,-4.9,3.6,-0.3,1.4,0.2,5.1,-0.9
Cc1cc(NC(=O)CCS(=O)(=O)c2ccc(F)cc2)no1,1.6,-0.1,1.7,-4.3,3.8,0.8,-3.4,5.7,1.8
CCOC(=O)c1c(C)n(-c2ccc(F)cc2)c2ccc(O)cc12,-1.0,-1.3,·,·,-13.2,35.0*,-2.9,-2.8,-1.8
O=C(Nc1ccccc1N1CCCCC1)c1ccc(-c2ccc(Cl)cc2)o1,-1.2,·,2.7,-3.7,-9.5,3.8,-2.3,13.6,0.4
C#CCNC(=O)C[C@@H]1C[C@@]2(C(=O)OCC)CCC=C2N(CCC2=CCCCC2)C1=O,·,·,-0.9,10.1,0.2,·,-0.2,·,·
C=CCNc1nnc(SCC(=O)Nc2ccccc2OC)c2ccccc12,1.2,2.7,1.3,-0.3,6.7,7.6,-1.6,4.7,-3.8
CCOC(=S)SCC(=O)Nc1nc(C)c(C)s1,2.0,4.6,-0.1,7.0,-5.2,2.2,-0.8,7.8,-2.9
O=C(CNCc1ccc(Cl)cc1)NCc1ccco1,1.5,-1.7,1.7,11.7,-1.9,-1.5,0.7,1.5,-1.4
COC(=O)C1=C(c2ccc(F)cc2F)C[C@@H]2CC[C@H]1N2C(=O)NCCOc1ccccc1Cl,5.2,-1.3,·,·,2.4,4.7,0.3,3.4,-1.8
CCN1C(=O)/C(=C/N2CC(C)CC(C)C2)SC1=S (stereo not drawn),3.1,-0.9,-1.8,4.7,0.2,-0.7,0.7,-9.7,-3.7
Cc1ccc(-c2nc3ncccc3o2)cc1NC(=O)CC(C)C,-1.9,·,0.0,-17.9,-10.5,29.9*,-1.4,-1.8,-4.8
COc1ccccc1OCc1ccc(C(=O)NCC(C)C)o1,2.0,·,8.4,5.4,-3.2,4.1,-0.3,6.2,-1.4
CC(NC(=O)c1ccccc1NC(=O)c1ccco1)C(=O)O (stereo not drawn),1.6,·,2.4,0.4,-6.8,1.7,0.4,4.4,-3.6
CN(Cc1ccccc1)C(=O)COC(=O)CNS(=O)(=O)c1ccc2ccccc2c1,-0.8,0.8,2.4,-6.4,5.0,2.9,-3.2,6.2,0.3
COc1cccc(C2(C#N)CCN(C)CC2)c1,-0.6,·,-0.4,-3.0,-1.5,-4.0,-0.2,9.2,-5.4
Cc1cc(N(C)C)ccc1N=Nc1ccc(N)cc1,-1.8,-0.5,-16.6,2.5,·,-14.3,·,5.4,1.3
COc1cc(NC(=O)Nc2cccc(Cl)c2)c(C(=O)O)cc1OC,1.9,-0.8,-3.0,-9.8,-5.3,145.7*,-1.9,13.9,2.2
O=C(CSc1ccc2nnc(-c3ccccn3)n2n1)Nc1ccccc1F,0.6,1.8,-1.9,-0.1,1.9,1.8,-1.9,3.0,-3.7
CCOC(=O)C(C)(C)Oc1cccc2c1S(=O)(=O)c1ccccc1-2,-0.8,0.6,-3.0,-4.6,?,1.9,-3.5,-3.4,-3.0

# Arranged by SMILES length (ascending): part of the list above.
SMILES,UGM FP inh,BioA inh,PrPC surface inh,CCHF vOTU inh,BoNT F protease,Mtb FBA inh,BoNT A protease,GDH-TPI counter,FadD28 FP inh
COc1ccccc1OCc1ccc(C(=O)NCC(C)C)o1,2.0,·,8.4,5.4,-3.2,4.1,-0.3,6.2,-1.4
Cc1cc(NC(=O)CCS(=O)(=O)c2ccc(F)cc2)no1,1.6,-0.1,1.7,-4.3,3.8,0.8,-3.4,5.7,1.8
NC(Cc1ccc(F)cc1)c1csc(Nc2ccc(C(=O)NCCCO)cn2)n1 (stereo not drawn),·,-0.1,-2.5,4.1,-3.6,-0.9,0.0,10.1,-4.5
COc1ccc(OC)c(NC(=O)C2(C)CCN2Cc2ccc(OC)c3ccccc23)c1 (stereo not drawn),·,-1.1,-0.3,-2.1,-2.1,0.4,0.0,11.9,-1.9
CCOC(=O)/C(C#N)=C/c1c(Oc2cc(C)cc(C)c2)nc2ccccn2c1=O,0.8,-1.8,-1.9,-6.8,0.1,-1.6,-0.4,0.7,-1.6

# Next section:
SMILES,UGM FP inh,BioA inh,PrPC surface inh,CCHF vOTU inh,BoNT F protease,Mtb FBA inh,BoNT A protease,GDH-TPI counter,FadD28 FP inh
COC(=O)N1CCc2c(sc(NC(=O)C3=COCCO3)c2C#N)C1,4.2,6.9,9.1,-3.2,6.9,1.5,-2.4,18.5,-0.8
COc1ccc(/C=N/NC(=O)c2ccncc2)cc1CN1CCN(c2ccc(F)cc2)CC1,3.7,-0.4,-10.4,3.9,0.9,-4.1,-0.7,19.5,-2.0
CN(Cc1ccccc1)C(=O)c1ccccc1NC(=O)c1ccccc1,·,0.2,-3.6,-3.8,1.5,0.8,2.9,6.8,-3.4
O=C(c1cc(=O)[nH]c2ccc(Br)cc12)N1CCC2(CC1)OCCO2,-0.3,-1.7,-6.3,0.3,2.3,4.1,0.5,9.4,-1.5
Cc1c(C(=O)N2CCN(CC(=O)Nc3ccccc3Cl)CC2)oc2ccc(Br)cc12,-0.4,-1.9,-4.9,-0.9,-2.2,-2.5,0.8,0.3,-2.6
Cc1cccc(-n2c(SCc3ccc([N+](=O)[O-])cc3)nnc2-c2c[nH]c3ccccc23)c1,-1.8,·,1.9,0.1,-5.6,2.6,-1.0,-1.3,-3.3
C#CCOC(=O)CCCNc1ccc([N+](=O)[O-])cc1[N+](=O)[O-],0.0,10.4,-33.9,6.2,6.5,-2.1,0.4,21.2,-0.9
Cn1c(CN2CCCCC2)nc2cc(NC(=O)c3cccs3)ccc21,0.5,8.0,-5.2,5.4,-2.1,1.9,-0.1,-5.3,-3.0
COc1cc(C(O)CNC(C)C)cc(F)c1OC (stereo not drawn),1.0,-1.3,-0.1,-11.3,6.8,10.4,0.8,10.6,-0.9
O=C(COc1ccc(S(=O)(=O)N2CCCC2)cc1Cl)NCc1ccc2c(c1)OCO2,-0.5,-0.6,13.3,4.2,10.8,-1.4,0.1,-6.0,-3.1
Cc1c(C(=O)NCc2ccccc2)sc(=O)n1Cc1ccccc1F,·,1.3,5.9,0.9,-3.2,-0.7,-1.6,9.1,-1.3
CN(C(=O)Nc1ccccc1)C1CCCCC1,4.6,-1.2,10.6,5.8,3.6,0.5,-1.4,4.8,-3.4
O=c1c2cc(Br)ccc2nc2n1CCCCC2,3.3,-0.6,·,·,6.0,0.2,-0.6,18.3,-2.3
C=CCn1c(C)c(C(C)=O)c(N2CCN(c3ccccc3)CC2)nc1=S,7.1,-10.9,-17.7,-7.2,-8.8,-3.1,5.7,-3.8,-5.1
CC(=O)Nc1cc(NC(C)=O)c(CC(C)C)s1,1.3,0.6,7.3,7.4,-8.8,-1.2,-1.4,13.5,-0.5
CCN(CC)CCCOC(=O)C(OC)(c1ccccc1)c1ccccc1,0.7,-1.5,0.0,-1.9,-21.3,-1.0,-2.4,-0.8,-5.0
COc1ccc(C(=O)COC(=O)c2ccc(Cl)nc2)c(OC)c1,3.2,2.7,-8.1,19.5,-7.3,-0.5,0.1,3.5,-4.5
CC(=O)c1c(Cl)nc2cccc3c2c1-c1ccccc1C3=O,1.7,-0.9,4.6,15.8,15.7,-1.0,-2.0,0.0,-0.7
S=c1[nH]cc(-c2ccccc2)n1-c1ccccc1Cl,-0.7,·,4.6,-8.1,-5.3,-4.5,-0.4,-6.0,-2.9
Cc1cccc(C(=O)OCc2cncs2)c1,-2.0,-0.8,5.9,2.5,0.8,0.3,-0.7,-7.9,-3.6
COC(=O)[C@@H](Cc1ccccc1)NC(=O)Cn1cc(C)c(=O)[nH]c1=O,·,-0.4,1.2,-24.1,0.5,1.4,-0.8,0.9,-2.1
